Screens (PubChem)
SIAE primary: human SIAE inhibitors, primary screen, biochemical, fluorescence polarization, FP-Rh probe, 1536-well HTS; inhibition, % at 9.66 µM; AID 1053197, 2014; Sialate O-acetylesterase (Homo sapiens), Q9HAT2; 0.69% of 370,000 active; SIAE FP-Rh probe binding;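 active = inhibition above a cutoff: mean of compounds within the control limits plus 3 SD of those, cut at about 17% in these data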;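 note: 0% = plate median of compound wells and 100% = probe without SIAE protein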
LEDGF integ inh: blockers of LEDGF/p75-dependent integrase strand transfer – biochemical, TR-FRET, high throughput, primary screen | AID 743269, 2014 | TR-FRET IN-LEDGF/p75 DNA integration, Eu/Cy5 | 0.64% of 370,000 active | HIV-1 integrase (with human LEDGF/p75) | inhibition, % at 3.7 µM;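 active = inhibition above the screen-wide mean plus 3 SD, cut at about 13% in these data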;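 note: signal is the Cy5 over europium emission ratio at 671 and 618 nm; 0% = plate median of compound wells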
TCR CD3 inh: inhibitors of human TCR-CD3 interaction, primary screen, biochemical, fluorescence, TAMRA-labeled TCR probe. T-cell receptor (TCR). 0.37% of 360,000 active. AID 651800, 2012. inhibition, % at 9.4 µM; in the data active = inhibition above about 19%;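 note: recombinant mutant TCR 2C K166C tagged with TAMRA read by polarization; 0% = receptor in buffer alone and 100% = receptor with positive control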
PG9 binder: binders of HIV-1 gp120 antibody PG9, primary screen, biochemical, TR-FRET | TR-FRET gp120-PG9 antibody binding | inhibition, % at 6.7 µM | 0.43% of 360,000 active; in the data active = inhibition above about 8.5%
HTRA1 inh: HTRA1 serine protease inhibitors, primary screen, biochemical, fluorescence polarization, HTS; 0.5% of 340,000 active; recombinant HTRA1, FP-rhodamine activity-based probe; inhibition, % at 5.96 µM; AID 504803, 2011; in the data active = inhibition above about 36%;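 note: 0% = enzyme with DMSO and 100% = wells lacking enzyme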
Target sequence (Q92743 whole entry, looked up): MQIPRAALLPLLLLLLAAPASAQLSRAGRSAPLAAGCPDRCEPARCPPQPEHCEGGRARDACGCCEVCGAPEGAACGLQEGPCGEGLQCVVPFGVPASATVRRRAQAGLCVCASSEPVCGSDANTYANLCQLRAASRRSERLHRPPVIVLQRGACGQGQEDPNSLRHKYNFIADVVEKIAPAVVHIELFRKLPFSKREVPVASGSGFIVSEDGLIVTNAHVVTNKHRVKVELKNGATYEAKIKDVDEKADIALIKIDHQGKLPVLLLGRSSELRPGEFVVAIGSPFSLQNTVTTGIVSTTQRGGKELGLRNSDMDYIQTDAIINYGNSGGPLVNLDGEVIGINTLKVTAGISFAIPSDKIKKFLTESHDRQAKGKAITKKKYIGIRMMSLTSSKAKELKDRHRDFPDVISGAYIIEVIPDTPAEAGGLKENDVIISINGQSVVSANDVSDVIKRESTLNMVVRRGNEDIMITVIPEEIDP
rCAG RNA binder: binders of r(CAG) RNA repeats, primary screen, biochemical, fluorescence. r(CAG) RNA repeat, TO-PRO-1 dye displacement fluorescence. AID 651821, 2012. inhibition, % at 3 µM. 1.3% of 370,000 active;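 active = inhibition above the plate cutoff, the mean of all test compounds on that plate plus 3 SD, cut at about 35% in these data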;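 note: 0% = DMSO alone and 100% = 100 µM mitoxantrone as full dye displacement; higher means more dye released from RNA so lower well fluorescence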
ABHD4 inh: ABHD4 inhibitors, primary screen, biochemical, fluorescence polarization, mouse; purified mABHD4, FP-Rh probe fluorescence polarization; inhibition, % at 8.92 µM; (Lyso)-N-acylphosphatidylethanolamine lipase (Mus musculus), Q8VD66; 0.54% of 370,000 active;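 active = inhibition exceeding the mean over every tested compound plus 3 SD, cut at about 30% in these data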;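 note: 0% = plate median of compound wells and 100% = S159A mutant with DMSO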
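System: mouse ABHD4 enzyme, wild type / Medium: HEPES pH 7.0, NaCl, Pluronic buffer / Reagent: FP-Rh activity-based fluorescent probe / Control set: S159A mutant high control, sample median low control / Detection: fluorescence polarization with parallel and perpendicular emission, 525/598 nm / Schedule: 45 min + 60 min at 25 °C / Compound dosing: 8.92 µM, single dose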
Rev-erbA mod: modulators of Rev-erb alpha DNA binding, primary screen, biochemical, FITC-DNA, fluorescence polarization, uHTS; Nuclear receptor subfamily 1 group D member 1 (Homo sapiens), P20393; Rev-erbα–FITC-DNA binding, 90 min; activity, % at 10 µM; 0.79% of 370,000 active; AID 1259318, 2017;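 active = activity above about 14%, limit read from the data; passing the limit was not always enough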;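 note: 0% = DMSO wells with 35 nM protein and 100% = DMSO wells with 750 nM protein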
Target sequence (P20393 whole entry, looked up): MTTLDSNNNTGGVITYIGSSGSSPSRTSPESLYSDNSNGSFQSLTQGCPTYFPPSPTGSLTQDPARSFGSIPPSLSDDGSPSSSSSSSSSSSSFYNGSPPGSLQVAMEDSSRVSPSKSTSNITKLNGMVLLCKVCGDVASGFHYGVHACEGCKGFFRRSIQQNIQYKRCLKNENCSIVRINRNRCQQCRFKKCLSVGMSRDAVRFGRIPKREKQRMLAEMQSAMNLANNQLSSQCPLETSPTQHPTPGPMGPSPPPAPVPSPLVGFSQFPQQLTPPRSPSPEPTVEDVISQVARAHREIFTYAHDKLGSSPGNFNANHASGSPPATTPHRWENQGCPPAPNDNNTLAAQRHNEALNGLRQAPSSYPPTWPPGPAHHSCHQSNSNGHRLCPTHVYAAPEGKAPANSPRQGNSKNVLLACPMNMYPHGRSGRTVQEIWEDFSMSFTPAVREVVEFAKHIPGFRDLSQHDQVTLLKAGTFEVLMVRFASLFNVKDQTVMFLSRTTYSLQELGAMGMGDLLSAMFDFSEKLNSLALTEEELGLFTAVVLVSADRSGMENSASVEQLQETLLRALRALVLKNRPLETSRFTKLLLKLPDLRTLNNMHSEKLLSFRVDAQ
TDP2 inh: human TDP2 enzyme inhibitors, primary screen, biochemical, epi absorbance, recombinant enzyme; T5PNP hydrolysis, p-nitrophenol absorbance 415 nm; 0.34% of 370,000 active; inhibition, % at 12.8 µM; Tyrosyl-DNA phosphodiesterase 2 (Homo sapiens), O95551;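 active = inhibition above the mean of all tested compounds plus 3 SD, set per campaign, cut at about 25% in these data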;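 note: 0% = DMSO with enzyme and 100% = buffer with substrate but no TDP2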
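Test system: Human TDP2 enzyme | Reagent: 5 mM T5PNP | Compound dosing: 12.8 µM single point, 1% DMSO | Incubation: Enzyme reaction with compound for 2 h at 37 °C | Technique: p-Nitrophenol epi absorbance | Read-out: % inhibition relative to enzyme-containing and enzyme-free wells | Benchmarks: High control without enzyme, low control DMSO plus TDP2 | Replicates: Singlicate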
PRMT1 FP inh: PRMT1 methyltransferase inhibitors, primary screen, biochemical, fluorescence polarization. inhibition, % at 2.79 µM. recombinant PRMT1, activity-based probe fluorescence polarization. 1.3% of 370,000 active. Protein arginine N-methyltransferase 1 (Homo sapiens), Q99873;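 active = inhibition above about 21% made by adding two undisclosed values, limit read from the data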
Numbers without * were called inactive. Some of the compounds tested. The share of hits here may be higher or lower than overall.

SMILES	SIAE primary	LEDGF integ inh	TCR CD3 inh	PG9 binder	HTRA1 inh	rCAG RNA binder	ABHD4 inh	Rev-erbA mod	TDP2 inh	PRMT1 FP inh
COc1ccc(NC(=O)CSc2ncc(-c3ccc(F)cc3)n2Cc2ccco2)cc1	2	1	1	-2.2	-32	-4	-10	0	4	-2
CNC(=S)N/N=C(\C)c1ccc(N2CCOCC2)cc1	1	2	8	-2.0	1	2	6	-4	13	3
CC1(C)CC(=O)C=C(/C=C/c2ccccc2)C1	3	0	-4	-2.5	-16	-2	3	2	7	2
COc1ccc(C2CC(c3ccc4ccccc4c3)=NN2C(=O)CSc2ncccn2)cc1 (stereo not given)	-11	-3	7	-2.1	-65	6	-3	-2	1	-2
Cc1noc(NS(=O)(=O)c2ccc(NC(=O)CC(C)C)cc2)c1C	-2	-4	-6	1.3	3	1	12	-4	9	8
COc1ccc(S(=O)(=O)N2CCOC2CNC(=O)C(=O)NCc2ccc(F)cc2)cc1 (stereo not given)	-1	-3	-2	-0.4	0	-1	-2	9	-8	4
COc1ccc(OC)c(CN2CCN(Cc3cc(OC)c(OC)c(OC)c3)CC2)c1	1	4	4	-1.1	2	-8	10	3	19	-1
COCCC(=O)N1CCC(Oc2ccc(C(=O)N(C)C3CCCCC3)cc2)CC1	-3	-4	-3	-0.7	13	-10	-1	0	4	2
CCN(c1ccccc1)S(=O)(=O)c1ccc(C(=O)N2CCN(c3ccccc3)CC2)cc1	-3	-2	5	-0.5	-3	2	0	0	5	2
COc1cccc(-c2nn(-c3ccc(C)cc3)cc2C(=O)NCC2CCCO2)c1 (stereo not given)	-4	-1	11	-2.0	-10	-5	2	-2	1	-1
O=C1N[C@H](Cc2c[nH]c3ccccc23)COC(=O)[C@H](Cc2ccc(F)cc2)C/C=C\C[C@H]1CC(=O)N(CCO)Cc1ccccc1	0	-1	9	-1.3	-21	11	-8	-1	0	-4
Cc1cc(/C=N/n2cnnc2)c(O)c([N+](=O)[O-])c1	-5	1	3	-3.0	9	1	7	14	2	4
CN(C)CCCNC(=S)/N=c1\sccn1Cc1ccccc1Cl	1	2	1	0.1	5	2	2	-6	-6	0
CC(=O)N(CCCN(C)C)Cc1ccccn1	-6	-2	-9	0.2	3	-2	1	5	-5	1
COC(=O)c1ccc(Cn2ccc(=O)[nH]c2=O)cc1	-4	4	3	-0.9	4	1	-5	10	5	-6
Cc1ccc(S(=O)(=O)N(C)C)cc1NC(=O)COC(=O)CNC(=O)c1cccs1	-7	-2	2	0.4	-4	5	3	3	2	4
COc1cc2ncc(S(=O)(=O)c3ccccc3)c(N3CCCC(C)C3)c2cc1OC (stereo not given)	-1	2	-8	-0.4	-49	5	-12	1	-14	2
Cn1c(CCc2ccccc2)nnc1SCC(N)=O	-6	2	8	-0.7	5	-1	-2	5	22	-4
CCN(CC)C(=O)N1c2ccccc2CC(N(CC)CC)c2ccccc21 (stereo not given)	1	4	6	0.3	-7	-8	9	-1	-2	-1
O=C(NCc1ccco1)c1cccc(NC(=O)c2ccccc2)c1	-1	0	-3	-0.6	-21	2	1	3	1	2
CC(NC(=O)c1cc(-c2cccnc2)nc2ccc(Br)cc12)C1CCCO1 (stereo not given)	1	3	5	3.7	-1	-5	-4	-1	3	-2
COCC(=O)Nc1nnc(Cc2ccc(OC)cc2)s1	0	2	-5	1.0	1	-6	-4	2	5	-1
O=[N+]([O-])c1ccc(C2=NN(CCO)C(=Nc3ccc(OC(F)(F)F)cc3)SC2)cc1	5	-6	-2	0.9	-14	1	-30	5	-8	2
O=C1CCC(=O)N1CCc1c[nH]c2ccccc12	0	-1	-6	-1.6	1	1	2	-2	3	0
CC(CC(=O)N(CCC1=CCCCC1)c1c(N)n(Cc2ccccc2)c(=O)[nH]c1=O)c1ccccc1 (stereo not given)	-7	-4	-8	-0.3	-1	-4	11	1	9	2

(more compounds)
SMILES	SIAE primary	LEDGF integ inh	TCR CD3 inh	PG9 binder	HTRA1 inh	rCAG RNA binder	ABHD4 inh	Rev-erbA mod	TDP2 inh	PRMT1 FP inh
Cc1ccc(NS(=O)(=O)c2c(C)[nH]c(C)c2C(=O)N2CCCCC2)cc1F	-1	2	4	-0.9	2	1	-3	-6	15	0
O=C(CN(C(=O)CCC(=O)Nc1nccs1)c1ccccc1F)NCC1CCCO1 (stereo not given)	1	-2	-1	2.2	6	-3	-2	-1	9	-1
Cc1nn(-c2ccccc2)c(NC(=O)c2ccccc2)c1Br	3	-4	-8	1.2	0	3	-12	4	-7	0
COCc1nc2sc(C)c(C)c2c(=O)[nH]1	-1	4	2	1.0	11	-2	-2	4	15	-2
C=CCn1c(SCC(=O)Nc2ccc(C(=O)O)cc2)nnc1-c1cccnc1	-4	2	0	-1.4	-3	-2	0	1	0	-4
O=C(CCCc1nc(-c2ccc(Cl)cc2)no1)N1CCOCC1	6	2	4	-0.1	0	-8	-2	4	-3	-3
CC(=O)c1cccc(N2C(=NC(=O)C3CCCCC3)SC3CS(=O)(=O)CC32)c1 (stereo not given)	-9	0	3	-1.0	-7	2	-9	2	-23	-4
CC1(C)CN(c2ccccc2)N(C(=O)c2ccc(C#N)cc2)C1=O	7	1	-3	-0.7	3	-3	5	-2	12	3
O=[N+]([O-])c1ccc(O)c(C=NN2CCCCC2)c1	4	-4	7	0.6	4	2	2	0	-3	3
CCOC(=O)c1nc2nc(-c3cccs3)cc(C(F)(F)F)n2n1	6	-3	-2	0.4	-6	1	1	2	-7	-2
CC(=O)OCc1nc2ccccc2s1	4	1	-3	2.3	-2	-2	1	7	0	-1
COc1ccc(-c2nn(-c3ccccc3)cc2C(=O)Nc2nccs2)cc1	-48	-1	3	1.5	-119	16	-57	2	-6	1
O=C(NCCc1ccccn1)c1nc(Cn2ccc([N+](=O)[O-])n2)no1	2	-8	-3	-0.2	-2	-1	0	7	-9	-1
CC(C)(C)C(=O)OCCNc1nc(-c2ccccc2)nc2ccccc12	-18	-2	-2	-0.2	-48	-1	-24	2	-3	3
CN(CC(=O)Nc1ccc(N2CCOCC2)cc1)C(=O)c1ccc(O)c(Cl)c1	9	-1	-3	-2.6	1	-2	1	-2	8	-2
O=C(NC1CCCC1)C(c1ccccn1)N(C(=O)c1csnn1)c1ccccc1Br (stereo not given)	-5	4	-15	-2.9	2	-1	-8	0	-12	-1
COc1cc(CN2CCN(Cc3cccc(OC)c3OC)CC2)cc(OC)c1	8	-3	-3	-1.4	5	-5	19	3	26*	1
CC12CCC(C(=O)Nc3cccc(NC(=O)C45CCC(C)(C(=O)O4)C5(C)C)n3)(OC1=O)C2(C)C	3	-2	-1	-0.8	0	-6	-1	-2	-1	1
O=c1c(C=NCc2cccnc2)c(C(F)(F)F)[nH]n1-c1nc2ccccc2s1	-14	3	-12	-0.7	-7	15	-34	7	-11	12
COc1cccc(-c2c(C(=O)N/N=C/c3ccncc3)nnn2-c2nonc2N)c1	-9	-2	9	-3.9	-3	0	-8	2	-9	-7
O=C(O)c1cnc(N2CCOCC2)nc1	1	2	2	-3.1	4	-1	5	-8	-2	-1
Cc1cc(S(=O)(=O)NCC(c2ccc3c(c2)OCO3)N2CCOCC2)ccc1F (stereo not given)	1	-5	0	-0.1	-5	-2	-5	-1	14	-3
S=C(NC1CC1)N1CCN(c2ccc(Cl)cc2)CC1	-2	-5	-9	0.5	-2	-2	10	0	-10	2
O=C(COn1nnc2ccc(S(=O)(=O)N3CCOCC3)cc21)NCc1cccc(Cl)c1	-7	1	2	-1.2	0	2	3	0	-2	0
COc1ccc(NS(=O)(=O)c2cccc(C(=O)NNC(=O)CN3C(=O)NC(C)(C)C3=O)c2)cc1	-5	-9	-2	-1.4	0	6	-2	2	-1	-1

2 of these compounds, set out differently:
Structure,SIAE primary,LEDGF integ inh,TCR CD3 inh,PG9 binder,HTRA1 inh,rCAG RNA binder,ABHD4 inh,Rev-erbA mod,TDP2 inh,PRMT1 FP inh
O=C(NCCc1ccccn1)c1nc(Cn2ccc([N+](=O)[O-])n2)no1,2,-8,-3,-0.2,-2,-1,0,7,-9,-1
CC(C)(C)C(=O)OCCNc1nc(-c2ccccc2)nc2ccccc12,-18,-2,-2,-0.2,-48,-1,-24,2,-3,3

New compounds follow
SMILES	SIAE primary	LEDGF integ inh	TCR CD3 inh	PG9 binder	HTRA1 inh	rCAG RNA binder	ABHD4 inh	Rev-erbA mod	TDP2 inh	PRMT1 FP inh
COCCNC(=S)N=Nc1c(O)[nH]c2ccc([N+](=O)[O-])cc12	4	-3	-4	-2.2	1	0	6	-7	-3	-1
COc1ccc(Cl)cc1NC(=O)COC(=O)c1ccc(Br)o1	4	-1	7	-3.1	-5	3	5	-1	5	-1
CCCCN=C(N)/C(C(=O)OCC)=C(\O)c1ccc(OC)cc1	-1	0	8	1.1	-5	-6	-3	-2	2	-3
NC(=O)CCCn1c(C(=O)c2ccc(Cl)cc2)c2ccc([N+](=O)[O-])cc2[n+]1[O-]	6	-1	-6	0.0	2	2	7	3	1	3
Cc1nnc(SCc2nnc(-c3cccs3)o2)n1C1CCCCC1	-3	-8	0	2.0	6	-4	-8	-1	1	0
CC(=O)Nc1ccc(/C=N/Nc2ccc(C(=O)c3c(C)cc4ccccn34)cc2[N+](=O)[O-])cc1	10	-1	7	-1.2	6	1	2	-25	-2	2
Cc1cccc(OCCCN2C(=O)C(=O)c3cc(C)ccc32)c1	4	-2	6	-1.4	-66	2	6	0	-12	-3
COc1ccc(CN(Cc2ccc(C(=O)O)cc2)C(=S)Nc2cccc(C)c2)cc1OC	3	-1	-2	-0.5	-24	14	0	8	-3	2
O=C(NNC(=O)c1cccc2ccccc12)c1ccc(F)cc1	-13	4	13	-2.5	3	0	-4	5	-20	-3
Nc1nc2sc3c(c2cc1C(=O)NCC(=O)O)CCCC3	4	-4	-3	-2.1	-6	0	7	-6	5	1
COc1cccc(C2c3[nH]c4ccccc4c3CCN2Cc2ncc[nH]2)c1 (stereo not given)	-1	-4	3	-2.7	-3	-1	4	-3	7	-4
Cn1c(=O)c(=O)n(C)c2cc(S(=O)(=O)N3CC(=O)N(CCc4ccccc4)C(=O)C3)ccc21	4	1	1	-2.0	-3	3	-3	16	-3	3
CC1CCCCC1NC(=O)Cn1cc([N+](=O)[O-])ccc1=O (stereo not given)	6	-2	-7	2.2	-9	-1	4	2	13	-2
O=C(O)CCC(=O)OCC1CCCCC1	3	1	1	0.8	-1	1	-2	-2	3	1
CCOc1ccc(C(C)NC(=O)Nc2ccc(F)cc2F)cc1 (stereo not given)	-4	2	-3	-0.6	-4	-1	0	-2	-4	1
